# NPY Y1 blocker: NPY-Y1 receptor antagonists, primary screen, cell-based | HEK293-CNG Y1 cells, membrane potential fluorescence; NPY at EC95, then isoproterenol | Neuropeptide Y receptor type 1 (Homo sapiens), P25929 | inhibition, % at 3.6 µM | 200,000 tested, 1% active;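 active = inhibition above the campaign mean inhibition of all tested compounds plus 3 SD, cut at about 20% in these data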;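 note: 0% = DMSO wells given NPY plus isoproterenol and 100% = isoproterenol alone without NPY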
#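 Material: HEK293 Y1/CNG channel cell line | Also added: NPY (25 nM), isoproterenol (1 µM), Ro 20-1724 (25 µM) | Compound: One concentration, 3.6 µM, in 0.4% DMSO | Schedule: 3 h dye uptake, 1 h room-temperature compound, 45 min post-isoproterenol | Signal: Membrane-potential fluorescent dye readout | Read-out: % inhibition of NPY effect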
# Runt-CBFb FRET: inhibitors of RUNX1 Runt–CBFb binding, primary screen, biochemical, FRET, Cerulean-Runt, Venus-CBFb, uHTS | Runt-related transcription factor 1 (Homo sapiens) + Core-binding factor subunit beta … | Cerulean-Runt/Venus-CBFb FRET ratio 530/480, 1 h | inhibition, % at 20 µM | 220,000 tested, 0.46% active;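 active = inhibition over about 50% at 20 µM in the single-dose screen, limit read from the data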;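 note: 0% = DMSO wells and 100% = excess unlabeled CBFb competitor control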
#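 Buffer or medium: Tris pH 7.5 buffer with BSA. Assay system: Cerulean-labeled Runt domain protein. Amount: each fluorescent fusion protein 100 nM. Read-out basis: loss of energy transfer signal. Incubation: 1 h compound exposure, room temperature. Probe or stimulus: Venus-CBFb binding partner, 100 nM. Detection: FRET, excitation 422 nm, emission at 530 and 480 nm.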
# Runt-SMMHC FRET: inhibitors of RUNX1 Runt–CBFb-SMMHC binding, primary screen, biochemical, FRET, Cerulean-Runt, Venus-CBFb-SMMHC, uHTS; inhibition, % at 20 µM; 220,000 tested, 0.74% active; Cerulean-Runt/Venus-CBFb-SMMHC FRET ratio 530/480, 1 h; AID 1434, 2008;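 active = mean inhibition across duplicate retests at 20 µM reaching about 50%, limit read from the data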;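 note: 0% = DMSO wells and 100% = wells with excess untagged CBFb-SMMHC; inhibitors lower the FRET ratio by blocking Runt binding to CBFb-SMMHC; some results filed as inactive read as strong as hits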
# NPY-Y1 PAM-ag: NPY-Y1 receptor potentiators or agonists, primary screen, cell-based. activation, % at 3.6 µM. NPY-Y1 expressing cells, potentiator/agonist activation. 220,000 tested, 0.37% active; in the data active = activation above about 33%, passing the limit was not always enough;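 note: cells stimulated with NPY at EC10 then isoproterenol at EC100; 0% = low agonist plus stimulus and 100% = saturating agonist plus stimulus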
# Mdm2 ligase inh: MDM2-luciferase reporter signal enhancers, primary screen, MDM2 E3 ligase inhibitor project, cell-based, luminescence, 1536-well; E3 ubiquitin-protein ligase Mdm2 (Homo sapiens), Q00987; cell-based MDM2 ubiquitination luciferase reporter, 2 h; 0 = plate control, 100 = twice control, blank-subtracted; signal enhancement, % at 5 µM; 210,000 tested, 0.11% active; AID 1230, 2008;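 active = signal enhancement of 30% or more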;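 note: luminescence tracks abundance of the self-degrading MDM2-luciferase fusion protein; higher signal means inhibition of MDM2 E3 ligase activity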
#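 Test system: mammalian cells stably expressing self-ubiquitinating, self-degrading MDM2 E3–luciferase fusion; Amount: 2000 cells in each well; Medium: DMEM; Schedule: 4 h settle plus 2 h compound, 37 °C; Technique: SteadyLite luciferase luminescence after 15 min room-temperature reagent incubation; Benchmarks: plate control and blank wells.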
# Hck Nef HTS: inhibitors of Nef-activated human Hck kinase, primary screen, biochemical, Z-Lyte FRET, 384-well, Hck-YEEI; Recombinant Hck-YEEI plus Nef, Z-Lyte FRET kinase assay; Tyrosine-protein kinase HCK (Homo sapiens), P08631; 220,000 tested, 0.68% active; inhibition, % at 20 µM;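 active = Hck-Nef kinase inhibition above about 50%, limit read from the data; inactive = inhibition below that limit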;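 note: 0% = DMSO with Hck plus Nef and 100% = Hck alone without Nef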
# RBBP9 inhibitor: human RBBP9 inhibitors, primary screen, biochemical, fluorescence polarization, FP-Rh probe, HTS | Serine hydrolase RBBP9 (Homo sapiens), O75884 | recombinant RBBP9 | inhibition, % at 7.94 µM | 220,000 tested, 0.2% active | AID 1515, 2009;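 active = inhibition above the campaign mean of all tested compounds plus 3 SD, cut at about 14% in these data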;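 note: plate controls were DMSO wells with RBBP9 for no effect and wells lacking RBBP9 protein for full effect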
# Target sequence (O75884 whole entry, looked up): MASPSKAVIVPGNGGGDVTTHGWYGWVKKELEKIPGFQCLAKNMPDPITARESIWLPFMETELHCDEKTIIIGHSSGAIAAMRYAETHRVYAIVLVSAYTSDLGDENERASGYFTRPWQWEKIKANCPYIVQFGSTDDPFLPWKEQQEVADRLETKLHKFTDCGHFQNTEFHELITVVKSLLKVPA
#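 Test system – recombinant human RBBP9 · Input – RBBP9 2.5 µM in dispensing solution, pre-mixing · Medium – Tris buffer pH 8.0, NaCl, Pluronic · Schedule – preincubation 30 min plus labeling 45 min at 25 °C · Measured by – fluorescence polarization · Measure – % inhibition · Controls – DMSO and no-protein wells · Replicates – one well per compound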
# NPY2 pot ag: NPY-Y2 potentiators or agonists, primary screen, cell-based | cells expressing NPY-Y2, potentiator/agonist read-out | activation, % at 3.6 µM | 220,000 tested, 0.45% active; in the data active = activation above about 27%;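 note: cells stimulated with NPY near EC25 plus isoproterenol at EC100; 0% = vehicle plus submaximal agonist and 100% = vehicle plus saturating agonist; some results beyond the cut were filed as inactive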
# p97 inhibitor: inhibitors of human p97 ATPase, primary screen, biochemical. recombinant p97 ATPase, Kinase-Glo ATP luminescence, 3 h. AID 1481, 2009. 220,000 tested, 0.42% active. Transitional endoplasmic reticulum ATPase (Homo sapiens), P55072. inhibition, % at 8 µM; in the data active = inhibition above about 15%;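 note: 0% = DMSO vehicle and 100% = wells lacking enzyme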
# Target sequence (P55072 whole entry, looked up): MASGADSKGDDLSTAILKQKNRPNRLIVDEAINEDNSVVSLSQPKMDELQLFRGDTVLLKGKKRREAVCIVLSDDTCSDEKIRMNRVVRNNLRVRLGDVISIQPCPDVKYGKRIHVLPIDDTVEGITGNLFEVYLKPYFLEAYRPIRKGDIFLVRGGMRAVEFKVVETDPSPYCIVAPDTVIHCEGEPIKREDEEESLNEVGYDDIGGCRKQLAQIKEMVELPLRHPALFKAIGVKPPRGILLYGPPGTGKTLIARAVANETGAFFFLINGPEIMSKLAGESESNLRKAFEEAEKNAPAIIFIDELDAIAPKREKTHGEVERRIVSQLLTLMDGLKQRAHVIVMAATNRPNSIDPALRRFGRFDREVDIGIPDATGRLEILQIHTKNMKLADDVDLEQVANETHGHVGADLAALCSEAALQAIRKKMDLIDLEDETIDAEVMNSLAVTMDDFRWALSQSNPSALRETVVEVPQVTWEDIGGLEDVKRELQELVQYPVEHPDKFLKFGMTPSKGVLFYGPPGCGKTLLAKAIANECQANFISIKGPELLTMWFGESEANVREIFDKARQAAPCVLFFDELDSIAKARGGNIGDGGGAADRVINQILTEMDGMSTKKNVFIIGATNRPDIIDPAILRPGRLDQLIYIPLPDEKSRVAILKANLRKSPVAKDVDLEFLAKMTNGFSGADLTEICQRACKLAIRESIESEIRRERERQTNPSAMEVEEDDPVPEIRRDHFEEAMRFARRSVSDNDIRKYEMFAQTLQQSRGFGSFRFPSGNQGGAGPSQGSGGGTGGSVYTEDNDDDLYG
# * = called active by the depositor; · = not tested or not shown.
SMILES,NPY Y1 blocker,Runt-CBFb FRET,Runt-SMMHC FRET,NPY-Y1 PAM-ag,Mdm2 ligase inh,Hck Nef HTS,RBBP9 inhibitor,NPY2 pot ag,p97 inhibitor
O=C(Cc1ccc(-n2c(=O)[nH]c3ccsc3c2=O)cc1)N1CCN(c2ccc(Cl)cc2)CC1,-5,-1,2,23,-17,-2,-11,16,-2
CCCn1c(SCC(=O)NCc2ccccc2Cl)n[nH]c1=O,2,1,0,-1,-13,-2,-9,-3,0
O=C(COc1ccccc1F)NC1CC1,5,-1,2,8,-4,3,-11,-11,-6
COc1cccc(-c2nc(CS(=O)CC(=O)O)c(C)o2)c1 (configuration not stated),1,3,0,-23,-1,16,-5,6,-2
O=C(Nc1ccccc1Sc1ccccc1)C1CCCO1 (configuration not stated),-3,-2,-4,-10,9,8,3,16,3
O=C(NC1CCCCC1)C1CCN(c2nnnn2-c2ccccc2)CC1,-3,1,-3,-10,-35,0,0,-1,0
COc1ccc(CCNC(=O)[C@@H]2C[C@H]2c2ccccc2)cc1OC,-6,-1,5,-2,10,5,3,7,2
CC1=C(C(=O)OC(C)C)[C@@H](c2ccc(C)o2)NC(=O)N1,-2,-4,4,-2,-7,-3,-5,1,-6
CC1CCN(S(=O)(=O)c2ccc(Cl)cc2Br)CC1,7,0,1,-15,1,-1,2,-10,1
Cc1cccc(N2CCN(Cc3nc(-c4ccccc4Cl)oc3C)CC2)n1,20*,-3,-4,-18,0,6,11,-39,1
Fc1ccccc1-c1ccc(/C=N/Nc2nc3ccccc3[nH]2)o1,13,20,77*,-28,-37,11,2,5,-3
CCN(CC)S(=O)(=O)c1ccc(NC(=O)COC(=O)c2ccc(Br)o2)cc1,-8,2,4,-3,-4,1,-2,1,-4
CCn1c(C)nc2cc(C(=O)NNC(=S)Nc3ccccc3)ccc21,9,4,1,-11,-19,6,-3,-10,5
O=C1SCCC1NC(=O)C(c1ccccc1)c1ccccc1 (configuration not stated),·,-2,1,-17,-23,-8,-12,-20,-6
COc1ccc(S(=O)(=O)n2nc(OC(=O)c3cccs3)cc2N)cc1,1,-3,-9,-14,-16,8,-2,-11,-1
COc1ccc(CN2CCC(C(=O)N(C)CCc3ccc(OC)c(OC)c3)CC2)c(OC)c1,0,0,2,7,5,-2,-5,9,3
C#CCNC(=O)C1=C[C@H](C2CC2)C[C@H](OCCCCO)O1,0,-2,1,22,·,6,2,-1,3
O=C(NNS(=O)(=O)c1ccccc1)c1cnn(-c2ccc(Cl)cc2)c1C(F)(F)F,·,2,1,14,-8,8,0,0,-5
Cc1cccc2cc(C(c3nnnn3C(C)(C)C)N3CCN(C(=O)c4ccco4)CC3)c(=O)[nH]c12 (configuration not stated),1,-45,4,-37,-14,-19,-3,-17,-2
Cc1cc2ncn(S(=O)(=O)c3ccc(S(=O)(=O)N4CCOCC4)cc3)c2cc1C,5,-1,1,-18,-10,1,-13,-18,-2
O=C(NCCCCNC(=O)c1cccs1)c1cccs1,0,-3,0,9,-7,2,-7,10,-4
COCC(=O)N(C)C1(c2nnnn2CCOC(=O)Nc2ccc(Cl)cc2)CCCCC1,-2,0,2,7,-15,14,-7,-1,-11
Cc1cccc(C)c1NC(=S)NC(C)CCc1ccccc1 (configuration not stated),5,1,-2,-22,-5,3,4,-3,-5
COc1ccc(NCc2ccc([N+](=O)[O-])s2)c(OC)c1,4,3,5,-10,-16,7,0,12,3
O=C1c2[nH]nc(-c3ccccc3O)c2C(c2cccc(O)c2)N1Cc1ccco1 (configuration not stated),1,9,0,19,-5,0,-6,16,-6
CC(=O)OCC(=O)C1=CCC2C3CCC4=CC(=O)C=CC4(C)C3(F)C(OC(C)=O)CC12C (configuration not stated),0,·,·,15,-5,17,0,-6,15*
CCO/N=C(\C)c1c(O)cc(C(C)C)n(-c2ccccc2)c1=O,0,-1,-1,-7,-10,4,5,-2,4
O=C(NC1CCN(Cc2ccccc2)CC1)C1CCCN(c2nnc(-n3cccc3)s2)C1 (configuration not stated),3,0,5,-2,-9,-4,-8,-15,-6
Cc1ccc(-n2c(C)c3c(C)nnc(C)c3c2C)cc1C,5,0,1,-11,-12,1,-6,-7,-1
CCOc1ccc(C(=O)C[n+]2ccc(C(=O)NCc3ccccc3)cc2)cc1,3,2,-2,6,-10,19,0,5,6
Cn1/c(=N\NC(=O)c2ccccc2Cl)sc2ccccc21,-1,-2,1,5,5,-1,-3,9,-2
CSc1ccc(C2NC(=O)c3c(sc4c3CCN(C)C4)N2)cc1 (configuration not stated),3,110*,64*,42*,-8,10,-9,8,12
Cn1cccc1Cc1nnc(SCC(=O)Nc2ccc3c(c2)OCCO3)n1-c1ccc(F)cc1,7,1,8,17,-18,-3,-4,14,0
O=c1cc(CSc2nnc(COc3ccccc3)n2-c2ccccc2)c2ccccc2[nH]1,-2,-3,4,-6,-8,0,-11,12,-7
CC(C)OP(=O)(OC(C)C)/C(C=O)=N\Nc1ccc([N+](=O)[O-])cc1,·,-9,-11,51*,-16,40,-3,53*,-6
COc1cc(OC)cc(C(=O)N[C@H](C(=O)OCC(=O)N2CCc3ccccc32)C(C)C)c1,-6,-2,-2,-12,-2,-8,-1,-2,5
Cc1cc(C)cc(NC(=O)CSc2nnc(CN3CCOCC3)n2C)c1,0,2,-6,-13,·,1,-5,4,5
CCOc1ccc(NC(=O)Nc2ccccc2SC)cc1,5,-2,0,5,-17,10,4,-11,-11
CCCC(=O)N1CCN(c2ccc(NC(=O)c3ccc(OCC)c([N+](=O)[O-])c3)cc2)CC1,3,0,2,-7,-9,0,-2,-8,-5
CNC(=S)NNC(=O)c1sccc1OCc1cccc(C(F)(F)F)c1,0,0,-4,-11,-1,-1,-3,-2,3
C#CCSc1ncc(-c2ccccc2)cn1,8,2,1,-39,0,22,-3,-26,-2
COc1ccc([N+](=O)[O-])cc1NC(=O)CSc1nc(C)c(C)c(C)n1,3,0,2,-2,0,2,-12,2,-5
CN(C)S(=O)(=O)c1cccc(NS(=O)(=O)c2ccc(Cl)s2)c1,-3,-1,3,-3,-10,4,-6,3,1
CCCSc1nc(N)c(C#N)c(-c2ccc(C)cc2)c1C#N,-10,0,-4,12,-1,-1,-5,13,0
COc1cccc(OCC(=O)NN=C2c3ccccc3-c3ccccc32)c1,14,-5,-12,-5,4,37,0,-7,-2
Cc1nc2c(c(=O)n1CCC(C)C)c1nc3ccccc3nc1n2CC1CCCO1 (configuration not stated),·,3,8,-10,-5,3,-10,-2,-10
CCc1ccc(C(=O)c2ccccc2C(=O)O)s1,2,-1,-1,-10,-6,0,-3,-7,-2
COc1ccc(-c2cc(C(F)(F)F)nc(N3CCCCC3)n2)cc1OC,-2,-4,-10,13,-20,0,-9,-6,-4
O=C(NCC1CCCO1)C1CCN(C2CCN(C(=O)CC3CCCC3)CC2)CC1 (configuration not stated),-2,2,-1,5,-13,11,0,4,-1
Cc1cccc2cc3c(N)c(C#N)sc3nc12,4,-11,-91,-2,-3,-2,-3,-6,-1
Cc1ccc(-n2nc(C(=O)c3ccccc3)n3c(=O)cc(-c4ccccc4)nc23)cc1,1,-4,-3,-5,-8,-1,-9,8,0
O=C(CSc1nnc(NC(=O)CN2CCOCC2)s1)Nc1ccccc1,0,2,-4,-17,-17,0,-5,-4,-6
CC(=O)Nc1ccc(NC(=O)CCC(=O)OCC(=O)c2cccc([N+](=O)[O-])c2)cc1,-2,0,-9,10,-6,2,-9,0,-2
Cc1nonc1OCCNCCNc1ccccc1[N+](=O)[O-],3,-5,-5,1,-7,19,1,-4,0
COc1cc(C(=S)NC2CCCCC2)ccc1O,2,6,10,10,-1,12,-1,2,3
COc1ccc(CCNC(=O)C2CCC(CNS(=O)(=O)c3ccccc3)CC2)cc1OC (configuration not stated),7,0,-1,15,-14,-6,-4,-8,0
CCN(CC(=O)Nc1cc(Cl)ccc1C)C(=O)COc1ccccc1F,2,-1,1,6,-13,25,3,15,1
Cc1ccc(N2C(=O)CSC2=S)cc1C,0,2,-1,8,0,18,-7,-6,5
Cn1c(=O)oc2cc(S(=O)(=O)N3CCCC(C(=O)NCc4ccc5c(c4)OCO5)C3)ccc21 (configuration not stated),-1,-1,0,8,-10,1,-8,2,-9
O=S(=O)(c1ccccc1)c1nc(NCc2cccnc2)sc1Cl,-4,-2,-5,31,-18,29,-8,3,2
COc1cccc(C(=O)NNC(=O)Cc2ccc([N+](=O)[O-])cc2)c1,1,-1,1,-14,-8,-2,-2,-10,-4
COc1ccc(C(=O)CN2Cc3ccccc3C2=N)cc1,·,1,0,13,-11,24,-10,3,3
CCc1ccc(OCC(=O)N/N=C/c2ccc(OS(=O)(=O)c3ccc(C)cc3)c(OC)c2)cc1,5,1,6,0,-8,0,-26,-5,-3

# Quoted from the listing.
# O=C(NCC1CCCO1)C1CCN(C2CCN(C(=O)CC3CCCC3)CC2)CC1 (configuration not stated) in p97 inhibitor shows -1
# Cc1nonc1OCCNCCNc1ccccc1[N+](=O)[O-] in Mdm2 ligase inh shows -7
# Cc1cccc2cc3c(N)c(C#N)sc3nc12 in NPY2 pot ag shows -6

# Record cards, from the list above. Order of screens: NPY Y1 blocker, Runt-CBFb FRET, Runt-SMMHC FRET, NPY-Y1 PAM-ag, Mdm2 ligase inh, Hck Nef HTS, RBBP9 inhibitor, NPY2 pot ag, p97 inhibitor
# CC(=O)Nc1ccc(NC(=O)CCC(=O)OCC(=O)c2cccc([N+](=O)[O-])c2)cc1 is entered as -2, 0, -9, 10, -6, 2, -9, 0, -2
# COc1cc(C(=S)NC2CCCCC2)ccc1O is entered as 2, 6, 10, 10, -1, 12, -1, 2, 3
